# Source: PubChem
# IDH1 R132H inh = inhibitors of human mutant IDH1 R132H; IDH1-R132H enzyme, NADPH consumption, diaphorase/resazurin fluorescence; 390,000 tested, 0.093% active; AID 602179; O75874; Potency, µM (series often up to 76.6 µM), without a hit: top-dose activity change, negative = inhibition, hits mostly inhibitors; note: potency is the fitted concentration of half-maximal effect; % is set by controls: 0 for no effect and ±100 for the full control effect; nearly all actives have a fitted effect of over 65% in size
# Target sequence (O75874 whole entry R132H, stated change not applied): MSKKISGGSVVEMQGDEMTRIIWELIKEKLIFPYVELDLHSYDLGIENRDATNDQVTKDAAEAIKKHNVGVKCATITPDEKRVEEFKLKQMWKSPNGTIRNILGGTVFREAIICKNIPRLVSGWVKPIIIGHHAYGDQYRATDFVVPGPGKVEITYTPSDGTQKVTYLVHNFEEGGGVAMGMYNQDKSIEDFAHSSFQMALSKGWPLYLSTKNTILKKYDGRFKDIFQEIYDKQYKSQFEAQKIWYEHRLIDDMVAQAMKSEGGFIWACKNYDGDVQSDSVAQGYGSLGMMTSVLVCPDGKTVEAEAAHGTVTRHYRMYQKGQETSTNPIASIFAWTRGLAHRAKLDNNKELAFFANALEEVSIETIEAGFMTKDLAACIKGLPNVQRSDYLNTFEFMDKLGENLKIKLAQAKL
#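 IDH1-R132H (0.5 ug/mL) preincubated 30 min with compound, then NADPH (0.016 mM) and alpha-KG (2 mM) added; 80 min at RT, pH 7.5. Remaining NADPH coupled via diaphorase/resazurin to fluorescence (540/590 nm); concentration-response curves normalized to no-enzyme control.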
# TrxR1 substrate = rat thioredoxin reductase 1 substrate activity. purified TrxR1 substrate turnover, NADPH consumption readout. Potency, µM (doses to about 114 µM), without a hit: top-dose activity change, negative = substrate turnover. O89049. 390,000 tested, 0.01% active; note: potency is the fitted concentration of half-maximal effect; % is set by controls: 0 for no effect and ±100 for the full control effect; nearly all actives have a fitted effect of over 50% in size
#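 Rat TrxR1, dispensed at 90 nM, was prereduced with 400 uM NADPH (final) for 5 min at ~22 deg C, then incubated with compound 15 min before 400 uM selenite. A first-read NADPH fluorescence drop versus no-compound background flagged substrates.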
# USP1-UAF1 inh = inhibitors of human USP1/UAF1 deubiquitinase. recombinant USP1/UAF1, Ub-Rhodamine cleavage fluorescence. 390,000 tested, 0.23% active. Potency, µM (doses to about 57.1 µM), for inactives: at the highest dose activity change, negative = inhibition, usual class: inhibitors; note: potency is the fitted concentration of half-maximal effect; % is set by controls: 0 for no effect and ±100 for the full control effect; nearly all actives have a fitted effect of over 60% in size; inactives centre near -12
#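 High-throughput fluorogenic screen: 1nM USP1/UAF1 complex, Ub-Rho substrate 150nM final, 50mM HEPES pH 7.8 with 0.5mM EDTA, 0.1 mg/ml BSA, 1mM TCEP and 0.01% Tween-20.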
# PI4K2A inh = inhibitors of human PI4K2A; purified PI4K2A, ADP-Glo luminescence, 1 h; stronger effect = lower value; 420,000 tested, 0.13% active; activity change, negative = inhibition, % at 76.9 µM; Q9BTU6; in the data active = activity change below about -50%; inconclusive = mostly about -30% to -49%;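 note: -100% = wells without enzyme as full effect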
#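 ADP-Glo luminescence measured ADP generated by PI4K2A enzyme (4 ug/mL before mixing) with 1.2 mM PI substrate (pre-mix) and 300 microM ATP (pre-mix). Tris pH7.5 buffer with MgCl2, Triton X-100; 1 h reaction at ambient temperature.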
# rTrxR1 inhibitor = rat TrxR1 inhibition; recombinant rTrxR1, NADPH fluorescence consumption, selenite substrate; Potency, µM (doses to about 114 µM), inactives show top-dose activity change, negative = inhibition, usual class: inhibitors; O89049; 390,000 tested, 1% active; note: potency is the fitted concentration of half-maximal effect; % is set by controls: 0 for no effect and ±100 for the full control effect; nearly all actives have a fitted effect of over 65% in size
#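 Rat TrxR1 (90 nM in the dispensed reagent) was pre-reduced with 400 uM NADPH for 5 min at room temperature, then incubated with compound for 15 min. After 400 uM selenite was added, NADPH fluorescence (Ex 340/Em 450 nm) was followed for 8 min.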
# TRHR PAM = TRH receptor (human) allosteric enhancement; P34981; TRHR cells, fluo-8 calcium fluorescence, EC20 TRH enhancement; enhancement, % at 2 µM; 360,000 tested, 0.66% active; AID 493056; in the data active = enhancement above about 30%; note: 0% is about no effect
# Target sequence (P34981 whole entry, looked up): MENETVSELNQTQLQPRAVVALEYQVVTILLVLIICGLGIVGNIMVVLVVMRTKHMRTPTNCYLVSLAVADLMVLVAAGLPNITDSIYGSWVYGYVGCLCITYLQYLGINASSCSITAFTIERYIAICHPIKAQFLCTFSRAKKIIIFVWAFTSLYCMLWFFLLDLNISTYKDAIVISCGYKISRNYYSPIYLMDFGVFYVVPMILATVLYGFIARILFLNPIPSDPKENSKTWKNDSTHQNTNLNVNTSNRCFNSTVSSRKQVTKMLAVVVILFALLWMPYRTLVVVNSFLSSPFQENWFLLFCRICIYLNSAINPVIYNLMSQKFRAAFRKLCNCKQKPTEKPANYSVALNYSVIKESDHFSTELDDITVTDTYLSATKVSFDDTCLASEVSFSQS
#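 TRHR-expressing cells loaded with fluo-8 calcium dye were read kinetically (ex 480/em 530) during compound addition, then stimulated with an EC20 of TRH (10 nM final). Enhancement of the Gq-mediated intracellular calcium response was scored.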
# D2 antagonist = antagonists of human D2 dopamine receptor; 340,000 tested, 2% active; P14416; HEK293 TREx D2 cells, calcium flux, dopamine EC80; inhibition, % at 10 µM; AID 485344; in the data active = inhibition above about 30%; note: 0% is about no effect
#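 Cells plated overnight at 30 C with tetracycline; no-wash calcium dye, 30–90 min RT; 10 s baseline; compound pinned; 180 s read; EC80 dopamine added; another 180 s read.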
# D2 ag = D2 dopamine receptor (human) agonism. HEK293 T-REx D2 cells, calcium flux agonist mode. activation, % at 2 µM. 340,000 tested, 0.53% active. AID 485358;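 active = activation over 3 SD above normal in the single-dose calcium agonist read, cut at about 30% in these data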; note: 0% is about no effect
#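 Tetracycline-induced HEK293 T-REx cells with force-coupled D2 receptor, plated overnight at 30 C, loaded with no-wash calcium dye. After a 10 s baseline, compound was pin-added and calcium flux read kinetically for 180 s; calcium rises flagged agonists.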
# TRHR agonist = TRH receptor (human) agonism. P34981. 360,000 tested, 0.18% active. TRHR cells, calcium flux fluo-8, FDSS agonist mode. AID 493084. activation, % at 2 µM; in the data active = activation above about 30%; note: 0% is about no effect
#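 In this calcium-flux screen, cells bearing human TRHR are dye-loaded with fluo-8, baselined for 10 cycles, then exposed to library compounds; positive kinetic calcium responses during the agonist phase mark hits, with TRH as control.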
# The depositor's hits bear a star; u = inconclusive; x = not tested or not shown; [ ] = another dose, or the depositor's remark. Unless noted, calls come from the whole dose curve; as a rule, active = well fitted inhibition curve with a large enough effect; inconclusive = small, poorly fitted or top-dose-only effect; inactive = no such curve, though single readings can be large or run the other way.
SMILES,IDH1 R132H inh,TrxR1 substrate,USP1-UAF1 inh,PI4K2A inh,rTrxR1 inhibitor,TRHR PAM,D2 antagonist,D2 ag,TRHR agonist
CC1CCCCN1C(=O)CN1CCN(S(=O)(=O)c2ccc(Br)cc2Cl)CC1 (stereo not given),-8%,-2%,-19%,1,13%,-2,-7,0.4,-0.6
CCc1ccccc1NC(=O)NNS(=O)(=O)c1cc(C)ccc1C,-3%,3%,-28%,1,26%,3,-4,-0.6,-0.2
CCOC(=O)N1CCN(C(=S)NC(=O)C23CC4CC(CC(C4)C2)C3)CC1,4%,1%[57.1 µM],u,8,2%[57.1 µM],0,12,1.8,0.0
CCCCOCCCn1cnc2c([nH]c3cc(OC)ccc32)c1=O,6%,7%[57.1 µM],-25%,4,10%[57.1 µM],5,-11,-0.4,-2.0
COc1ccc(/C=N/NC(=O)CCn2cnc3ccccc32)cc1,0%,-5%[57.1 µM],-13%,-1,14%[57.1 µM],-3,4,1.9,-1.1
COc1ccc(CCNC(=O)CSc2nnc(-c3ccc(C)cc3)c(-c3ccc(C)cc3)n2)cc1OC,-2%,1%[57.1 µM],-18%,-2,24%[57.1 µM],-9,x,x,-0.2
O=C(COC(=O)c1cc([N+](=O)[O-])ccc1NCCO)c1ccc(Cl)cc1,13%,-20%[57.1 µM],-13%,-8,18%[57.1 µM],4,-9,-0.4,-0.3
Cc1cccc(Nc2nnc(-c3ccc(N4CCOCC4)c([N+](=O)[O-])c3)c3ccccc23)c1,-5%,1%,-20%,-5,27%,2,x,x,-0.5
Oc1ccc(-c2cn3ccccc3n2)cc1O,8%,12%[57.1 µM],-22%,-19,11%[57.1 µM],-3,-1,0.1,-1.5
CCN1CCOC(CC(=O)Nc2cccc([N+](=O)[O-])c2)C1=O (stereo not given),-1%,-1%[57.1 µM],-13%,1,4%[57.1 µM],-10,-7,-0.3,0.6
C/C(=N/Nc1cc(-c2ccccc2)nc(-c2ccccc2)n1)c1ccc(O)cc1,3%,15%,-12%,4,11%,-8,-12,-0.5,0.1
Cc1cccc(N(C(=O)c2sc(C)nc2C)C(C(=O)NCc2ccco2)c2ccccc2)c1 (stereo not given),2%,6%,31%[activator],-2,1%,-11,45*,-0.2,-0.7
Cc1ccccc1C(=O)NCC(=O)N1CCN(c2ccccn2)CC1,5%,18%,-4%,-5,-2%,x,x,x,x
CC(C)C(C(=O)OCC(=O)c1ccccc1)N1C(=O)C2C3C=CC(C3)C2C1=O (stereo not given),3%,1%,-18%,4,21%,-6,-10,1.2,0.3
CCOC(=O)c1[nH]c2ccc(Br)cc2c1NC(=O)CNC,8%,-11%,-2%,9,-10%,13,x,x,-0.1
CCc1ccc(NC(=O)CCCc2nnc3n(CC(C)C)c(=O)c4sccc4n23)cc1,0%,-5%,13%,2,0%,-2,x,0.9,-0.3
Cc1cc(=O)[nH]c(N/N=C/c2cn(CCC#N)nc2-c2ccccc2)n1,-12%,-2%,-15%,6,22%,0,-7,3.0,-0.2
CCCCN1C(=O)C(NC(=O)CC(C)C)(C(F)(F)F)C2=C1CC(C)(C)CC2=O (stereo not given),9%,22%[57.1 µM],-10%,3,14%[57.1 µM],-1,-11,0.6,-0.4
Nc1ccc2[nH]ncc2c1,-3%,66%[activator],u,-2,-3%,8,34*,18,0.1
CCCCNC(=O)c1cc2ccccc2s1,3%,10%[57.1 µM],u,-1,6%[57.1 µM],-3,1,-0.5,-0.3
O=C(Nc1cc(C(F)(F)F)ccc1-n1cncn1)C1CC1,0%,4%,-17%,2,19%,0,5,0.6,-0.1
Cc1ccc(N(C(=O)CNC(=O)c2ccco2)C(C(=O)NC2CCCCC2)c2cccnc2)cc1 (stereo not given),0%,2%,-6%,1,18%,11,1,6.0,-0.5
CC(C)C(NS(=O)(=O)c1ccc2c(c1)C(C)(C)C(=O)N2C)C(=O)NCc1ccc(F)cc1 (stereo not given),-5%,5%,-15%,-3,40%[activator],-3,1,-0.4,0.2
CC(C)C(=O)OCc1cc(=O)n2nc(C3CCCCC3)sc2n1,10%,3%[57.1 µM],-19%,-2,12%[57.1 µM],4,x,0.2,-0.1
N#Cc1ccc(C23OCCN2CCn2c3c3ccccc3[n+]2[O-])cc1 (stereo not given),9%,5%[57.1 µM],-25%,5,11%[57.1 µM],x,x,x,x
O=C1CN2C(=Nc3ccc(Br)cc3C2c2ccccc2)CCN1 (stereo not given),1%,-3%,-3%,-4,6%,-6,4,1.2,0.6
COc1ccc(-c2noc(C(C)n3nc(C)c([N+](=O)[O-])c3C)n2)cc1OC (stereo not given),3%,-7%,-12%,-13,-5%,12,-10,0.3,0.0
O=C(Nc1ccc(Cl)cc1)C1CC2CCCC(C1)C2=O (stereo not given),4%,10%,-7%,6,25%,-5,-5,-0.1,-0.1
CC(NC(=O)C1CC1)C(c1cccs1)N1CCOCC1 (stereo not given),-3%,-3%[57.1 µM],-1%,-5,8%[57.1 µM],-2,0,2.5,0.0
O=c1oc(CCCO)cc2ccc(/C=C/c3cccc([N+](=O)[O-])c3)cc12,-1%,2%,u,0,2%,-12,7,-0.4,-0.5

# An excerpt of these results, with tabs:
compound	IDH1 R132H inh	TrxR1 substrate	USP1-UAF1 inh	PI4K2A inh	rTrxR1 inhibitor	TRHR PAM	D2 antagonist	D2 ag	TRHR agonist
O=C(Nc1cc(C(F)(F)F)ccc1-n1cncn1)C1CC1	0%	4%	-17%	2	19%	0	5	0.6	-0.1
Cc1ccc(N(C(=O)CNC(=O)c2ccco2)C(C(=O)NC2CCCCC2)c2cccnc2)cc1 (stereo not given)	0%	2%	-6%	1	18%	11	1	6.0	-0.5
CC(C)C(NS(=O)(=O)c1ccc2c(c1)C(C)(C)C(=O)N2C)C(=O)NCc1ccc(F)cc1 (stereo not given)	-5%	5%	-15%	-3	40%[activator]	-3	1	-0.4	0.2
CC(C)C(=O)OCc1cc(=O)n2nc(C3CCCCC3)sc2n1	10%	3%[57.1 µM]	-19%	-2	12%[57.1 µM]	4	x	0.2	-0.1
N#Cc1ccc(C23OCCN2CCn2c3c3ccccc3[n+]2[O-])cc1 (stereo not given)	9%	5%[57.1 µM]	-25%	5	11%[57.1 µM]	x	x	x	x
O=C1CN2C(=Nc3ccc(Br)cc3C2c2ccccc2)CCN1 (stereo not given)	1%	-3%	-3%	-4	6%	-6	4	1.2	0.6
COc1ccc(-c2noc(C(C)n3nc(C)c([N+](=O)[O-])c3C)n2)cc1OC (stereo not given)	3%	-7%	-12%	-13	-5%	12	-10	0.3	0.0
O=C(Nc1ccc(Cl)cc1)C1CC2CCCC(C1)C2=O (stereo not given)	4%	10%	-7%	6	25%	-5	-5	-0.1	-0.1
CC(NC(=O)C1CC1)C(c1cccs1)N1CCOCC1 (stereo not given)	-3%	-3%[57.1 µM]	-1%	-5	8%[57.1 µM]	-2	0	2.5	0.0
O=c1oc(CCCO)cc2ccc(/C=C/c3cccc([N+](=O)[O-])c3)cc12	-1%	2%	u	0	2%	-12	7	-0.4	-0.5

# Additional results.
SMILES,IDH1 R132H inh,TrxR1 substrate,USP1-UAF1 inh,PI4K2A inh,rTrxR1 inhibitor,TRHR PAM,D2 antagonist,D2 ag,TRHR agonist
C/C(=N\NC(=O)c1ccccc1F)c1cccc(NC(=O)c2ccc(C)cc2)c1,5%,-12%,-18%,-3,-10%,-6,2,-0.4,-0.9
CCC(C)NC(=O)CSc1nc2ccsc2c(=O)n1-c1ccc(OC)cc1 (stereo not given),1%,2%,-24%,0,15%,-2,3,-0.6,-0.3
COc1ccc(CN2CCc3ccc(NC(=O)CCc4ccccc4OC)cc3C2)c(O)c1,2%,3%,-25%,4,9%,-2,25,-0.1,0.7
CC(C)[C@H](NC(=O)OCc1ccccc1)C(=O)NCc1ccccc1,3%,-2%,-15%,-2,8%,-9,6,-0.1,-0.3
COc1ccc(N(C)C(=O)C2CCN(S(=O)(=O)c3cccc4nonc34)CC2)cc1,3%,2%,-9%,0,20%,0,-6,-0.1,1.0
CC[C@]12c3[nH]c4cc(CCC(=O)N(C)C)ccc4c3CCN1C(=O)[C@@H](CC(=O)NCCC1=CCCCC1)C[C@@H]2C(=O)N1CCN(C(=O)c2ccco2)CC1,-1%,0%,-31%,0,-6%,x,x,x,x
CCOCCn1c(SCCCc2ccccc2)nc2c1c(=O)[nH]c(=O)n2C,0%,0%,0%,7,22%,-4,-1,0.2,0.1
Cn1ccnc1SCCNC(=O)CCc1nnc(CCc2ccccc2)o1,0%,-2%,-16%,-3,10%,1,26,1.0,0.4
CN1CCc2c(sc(NC(=O)C3CCCCC3)c2C(N)=O)C1,-9%,-6%[57.1 µM],-3%,-3,-4%[57.1 µM],-4,x,x,0.9
CCc1c(C)nc(SCC(=O)c2ccc(C)c(C)c2)[nH]c1=O,-1%,-5%,10%,4,-14%,3,x,x,-0.1
O=C(NCCCC1CCCC1)C1CCC(=O)N(Cc2ccc(Cl)cc2)C1 (stereo not given),13%,-9%,-19%,-4,4%,-16,x,x,-0.9
O=C(Nc1nnc(Cc2ccccc2F)s1)Nc1ccccc1F,2%,4%,-8%,4,15%,10,7,-0.4,1.1
CCCCCc1nc2c(C#N)c(-c3ccc(Cl)cc3)ccn2n1,5%,18%,-2%,12,53%[activator],-7,x,x,1.4
COc1cc(CC(=O)Nc2nccs2)cc(OC)c1OC,3%,-2%,-14%,2,9%,-4,x,x,0.7
O=C(c1ccco1)N(Cc1cccs1)c1ccc(F)cc1,0%,-7%,-13%,-5,5%,-2,x,-2.1,0.4
O=C(CN1CCCCC1)N=Nc1c(O)[nH]c2ccccc12,1%,-3%,-17%,3,4%[57.1 µM],-8,-6,2.4,0.0
Cc1c(NS(=O)(=O)c2ccccc2)c(=O)n(-c2ccccc2)n1C,3%,7%,-15%,2,11%,0,1,0.1,0.8
